Screens deposited in PubChem by National Center for Advancing Translational Sciences (NCATS).
USP1-UAF1 inh – USP1/UAF1 (human) deubiquitinase inhibition. O94782. recombinant USP1/UAF1, Ub-Rhodamine cleavage fluorescence. Potency, µM (top dose mostly 57.1 µM), for the others: at the top dose activity change, negative = inhibition, most hits filed as inhibitors. 0.23% of 390,000 active. AID 743255; also: % is scaled to controls: 0 for no effect and ±100 for the full control effect; nearly all actives have a fitted effect of over 60% in size; inactives centre near -12
Target sequence (O94782 whole entry, looked up): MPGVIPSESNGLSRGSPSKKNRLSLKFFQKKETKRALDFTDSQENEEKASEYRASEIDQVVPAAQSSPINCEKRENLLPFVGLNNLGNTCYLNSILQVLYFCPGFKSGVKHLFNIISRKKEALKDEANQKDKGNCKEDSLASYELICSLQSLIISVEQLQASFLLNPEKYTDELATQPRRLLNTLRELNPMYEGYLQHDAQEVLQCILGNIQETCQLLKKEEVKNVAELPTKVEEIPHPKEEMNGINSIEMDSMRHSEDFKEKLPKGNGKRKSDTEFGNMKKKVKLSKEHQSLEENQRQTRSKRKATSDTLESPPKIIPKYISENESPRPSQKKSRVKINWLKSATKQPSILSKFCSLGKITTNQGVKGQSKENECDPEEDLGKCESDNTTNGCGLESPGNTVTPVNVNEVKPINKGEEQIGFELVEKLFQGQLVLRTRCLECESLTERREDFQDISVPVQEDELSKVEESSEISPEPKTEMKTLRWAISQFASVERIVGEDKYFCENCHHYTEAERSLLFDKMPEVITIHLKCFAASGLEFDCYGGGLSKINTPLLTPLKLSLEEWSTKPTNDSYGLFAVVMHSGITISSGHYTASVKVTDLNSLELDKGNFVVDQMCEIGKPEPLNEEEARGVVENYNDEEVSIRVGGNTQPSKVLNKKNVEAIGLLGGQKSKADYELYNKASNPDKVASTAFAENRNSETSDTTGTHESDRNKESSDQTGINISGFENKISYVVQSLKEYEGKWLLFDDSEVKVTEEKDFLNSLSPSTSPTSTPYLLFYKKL
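USP1/UAF1 complex (1 nM) preincubated 15 min at room temperature with compound, then Ub-Rho substrate (150 nM final) added. Kinetic fluorescence at 480/540 nm over 6 reads at 60 s intervals; 50 mM HEPES pH 7.8, 0.5 mM EDTA, 0.1 mg/ml BSA, 1 mM TCEP, 0.01% Tween-20.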
Vif-A3G inh – Vif-A3G binding inhibition; Q9HC16; HeLa A3G-eYFP + Vif (tagged APOBEC3G with the HIV-1 protein that degrades it), YFP fluorescence, overnight; Potency, µM (titrated, usually from 46.1 µM), without a hit: at the highest dose activity, negative = active, usual class: inhibitors; 0.076% of 410,000 active;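 also: % is scaled to controls: 0 for no effect and ±100 for the full control effect; nearly all actives have a fitted effect of over 60% in size; hits raise eYFP signal because A3G escapes Vif-driven loss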
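Read-out is eYFP fluorescence (Ex 488/Em 500-530) from Vif-expressing HeLa A3G-eYFP cells; more signal means A3G escaped Vif-mediated degradation. Cells plated overnight, compound pinned in, incubated overnight at 37 deg C.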
TrxR1 substrate – rat thioredoxin reductase 1 substrate activity | purified TrxR1 substrate turnover, NADPH consumption readout | Potency, µM (top dose mostly 114 µM), for inactives: at the top dose activity change, negative = substrate turnover | 0.01% of 390,000 active | AID 588456; also: % is scaled to controls: 0 for no effect and ±100 for the full control effect; nearly all actives have a fitted effect of over 50% in size
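Rat TrxR1, dispensed at 90 nM, was prereduced with 400 uM NADPH (final) for 5 min at ~22 deg C, then incubated with compound 15 min before 400 uM selenite. A first-read NADPH fluorescence drop versus no-compound background flagged substrates.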
Vif-APOBEC3F blk – inhibitors of Vif-A3F interaction; Potency, µM (doses to about 46.1 µM), for inactives: at the highest dose activity, negative = active; 0.2% of 390,000 active; HeLa A3F-eYFP + Vif (tagged APOBEC3F with the HIV-1 protein that degrades it), YFP fluorescence increase; AID 602313; also: % of control where 0% means no effect; nearly all actives have a fitted effect of over 65% in size
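HeLa cells stably expressing A3F-eYFP plus Vif, plated and incubated overnight at 37 deg C, then exposed to compounds overnight at 37 deg C. Blocked degradation read as raised yellow fluorescence (Ex 488/Em 500-530).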
IDH1 R132H inh – inhibitors of human mutant IDH1 R132H | Potency, µM (highest dose often 76.6 µM), inactives show top-dose activity change, negative = inhibition, actives largely listed as inhibitors | O75874 | 0.093% of 390,000 active | IDH1-R132H enzyme, NADPH consumption, diaphorase/resazurin fluorescence | AID 602179; also: % is scaled to controls: 0 for no effect and ±100 for the full control effect; nearly all actives have a fitted effect of over 65% in size
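IDH1-R132H (0.5 ug/mL dispensed) in pH 7.5 Tris buffer was preincubated 30 min with compound, then given a substrate mix of 0.016 mM NADPH and 2 mM alpha-KG for 80 min at room temperature; remaining NADPH was read by diaphorase/resazurin fluorescence.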
rTrxR1 inhibitor – rat TrxR1 inhibition | recombinant rTrxR1, NADPH fluorescence consumption, selenite substrate | O89049 | Potency, µM (titrated, usually from 114 µM), inactives show top-dose activity change, negative = inhibition, hits mostly inhibitors | 1% of 390,000 active; also: % is scaled to controls: 0 for no effect and ±100 for the full control effect; nearly all actives have a fitted effect of over 65% in size
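Rat TrxR1 (90 nM in the dispensed reagent) was pre-reduced with 400 uM NADPH for 5 min at room temperature, then incubated with compound for 15 min. After 400 uM selenite was added, NADPH fluorescence (Ex 340/Em 450 nm) was followed for 8 min.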
RGS4 inh – human RGS4 inhibition; P49798; Transcreener GDP fluorescence polarization, RGS4-accelerated GTP hydrolysis; Potency, µM (top dose mostly 114 µM), inactives show at the highest dose activity change, negative = inhibition, hits mostly inhibitors; 0.039% of 390,000 active; also: % is scaled to controls: 0 for no effect and ±100 for the full control effect; nearly all actives have a fitted effect of over 75% in size; some results filed as inactive show a strong effect at the top dose
Target sequence (P49798 whole entry, looked up): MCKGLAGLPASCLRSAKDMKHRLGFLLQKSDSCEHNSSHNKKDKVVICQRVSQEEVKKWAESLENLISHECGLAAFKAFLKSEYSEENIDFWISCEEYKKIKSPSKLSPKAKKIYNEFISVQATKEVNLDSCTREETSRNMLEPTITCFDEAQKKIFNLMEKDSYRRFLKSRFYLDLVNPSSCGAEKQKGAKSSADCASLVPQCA
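MLSMR compounds (23 nl, pin-transferred) preincubated 10 min at room temperature with a 500nM (2x) first reagent, then RGS4 at 900nM (2x) plus Transcreener GDP mix added; fluorescence polarization (620/688 nm) read before and after 90 min at 30 °C.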
12-LOX inh – ALOX12 (human) lipoxygenase inhibition | P18054 | purified 12hLO, xylenol orange hydroperoxide absorbance | Potency, µM (highest dose often 108 µM), without a hit: at the top dose activity change, negative = inhibition, usual class: inhibitors | 1.1% of 580,000 active | AID 1671190; also: % is scaled to controls: 0 for no effect and ±100 for the full control effect
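Purified human 12hLO (150 nM final) in 25 mM Hepes, 0.01% Triton X-100, pH 7.0 was preincubated 15 min at room temperature with compound. Then 40 uM arachidonic acid was added, 30 min. Hydroperoxide was read by Fe-XO absorbance ratio 573/405 nm.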
RXFP1 ag – activates the human relaxin receptor RXFP1 | 0.3% of 370,000 active | Q9HBX9 | HEK293T-RXFP1 cAMP TR-FRET, 30 min; response scale: percent of porcine relaxin response, buffer zero | Potency, µM (doses to about 57.5 µM), without a hit: top-dose activation, most hits filed as activators; also: % is scaled to controls: 0 for no effect and ±100 for the full control effect; nearly all actives have a fitted effect of over 60% in size; many of its hits are not listed in these tables
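cAMP rise read by TR-FRET after 30 min, 37C compound exposure (up to 58 uM) in RXFP1-transfected HEK293 cells with Ro 20174 present. EC50 from Hill-equation fits, with 29 nM porcine relaxin as 100% and buffer as basal.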
Numbers without * were called inactive; & = joins results of further samples; [ ] = dose if it differs, or a comment. Calls follow the shape of the dose curve; as a rule, active = well fitted curve in the direction sought with a large enough effect; inconclusive = small, poorly fitted or top-dose-only effect, or another doubt; inactive = no such curve, though single readings can be large; an effect the other way counts as inactive or inconclusive. Potency is read from the fitted curve at half-maximal effect.

How did CN(C1CCS(=O)(=O)C1)S(=O)(=O)c1cccc2nsnc12 (stereo not drawn) do in these assays?
USP1-UAF1 inh: -21.1%; Vif-A3G inh: 1.8%; TrxR1 substrate: 6.4%[57.1 µM]; Vif-APOBEC3F blk: -6.1%; IDH1 R132H inh: 4.5%; rTrxR1 inhibitor: 12.6%[57.1 µM]; RGS4 inh: -38.9%; 12-LOX inh: 20.8%; RXFP1 ag: 1.2%

Results for CC1CC(C)(C)NC(=O)O1 (stereo not drawn) ?
USP1-UAF1 inh: -18.5%; Vif-A3G inh: 1.3%; TrxR1 substrate: -3.2%; Vif-APOBEC3F blk: 3.5%; IDH1 R132H inh: 5.9%; rTrxR1 inhibitor: -0.2%; RGS4 inh: 5.7%; 12-LOX inh: 7.3%; RXFP1 ag: 2.2%

What do the screens show for `Cc1ccc(S(=O)(=O)N2CCOCC2)cc1C(=O)Nc1nc(-c2ccccn2)cs1`?
USP1-UAF1 inh: -17.1%; Vif-A3G inh: 0.0%; TrxR1 substrate: -14.4%; Vif-APOBEC3F blk: 6.7%; IDH1 R132H inh: 2.5%; rTrxR1 inhibitor: -17.5%; RGS4 inh: -45.5%; 12-LOX inh: inconclusive

Results for CCn1cc(C(=O)NCC2CCCO2)c(=O)c2cc(S(=O)(=O)N3CCCCCC3)ccc21 (stereo not drawn) ?
USP1-UAF1 inh: -13.8%; Vif-A3G inh: -4.4%; TrxR1 substrate: -0.9%; Vif-APOBEC3F blk: inconclusive; IDH1 R132H inh: 0.6%; rTrxR1 inhibitor: -2.8%; RGS4 inh: 15.1%; 12-LOX inh: 0.0%; RXFP1 ag: 0.8%

How did Cc1ccc(NC(=O)C(=O)NCC2CCCO2)cc1 (stereo not drawn) do in these assays?
USP1-UAF1 inh: -5.2%; Vif-A3G inh: 0.5%; TrxR1 substrate: 3.5%; Vif-APOBEC3F blk: -2.4%; IDH1 R132H inh: 4.6%; rTrxR1 inhibitor: 25.0%; RGS4 inh: 19.4%; 12-LOX inh: 0.6%; RXFP1 ag: 0.3%

How did COc1ccc(/C=C2\Oc3cc(OC(=O)N4CCOCC4)ccc3C2=O)cc1 do in these assays?
USP1-UAF1 inh: -21.9%; Vif-A3G inh: 0.1%; TrxR1 substrate: -6.0%; Vif-APOBEC3F blk: -14.4%; IDH1 R132H inh: -3.5%; rTrxR1 inhibitor: -2.2%; RGS4 inh: 20.7%; 12-LOX inh: inconclusive; RXFP1 ag: 2.3%

Results for CCc1ccccc1NC(=O)NCCN1CCCCC1 ?
USP1-UAF1 inh: -12.1%; Vif-A3G inh: 2.4%; TrxR1 substrate: 4.2%; Vif-APOBEC3F blk: 6.1%; IDH1 R132H inh: -0.7%; rTrxR1 inhibitor: 25.3%; RGS4 inh: -9.6%; 12-LOX inh: 0.0%; RXFP1 ag: 0.6%

Results for CC1CCCC(C)N1C(=O)c1ccc2c(c1)S(=O)(=O)c1ccccc1C2=O (stereo not drawn) ?
USP1-UAF1 inh: -14.3%; Vif-A3G inh: 0.3%; TrxR1 substrate: 2.6%[0.457 µM]; Vif-APOBEC3F blk: -0.1%; IDH1 R132H inh: -8.3%; rTrxR1 inhibitor: 7.1%; RGS4 inh: -9.8%; 12-LOX inh: -3.5%; RXFP1 ag: -2.1%

How did N/C(=N\OC(=O)C(c1ccccc1)c1ccccc1)c1ccncc1 do in these assays?
USP1-UAF1 inh: -12.6%; Vif-A3G inh: -2.9%; TrxR1 substrate: -4.2%; Vif-APOBEC3F blk: 5.3%; IDH1 R132H inh: 19.0%; rTrxR1 inhibitor: 14.3%; RGS4 inh: 13.3%; 12-LOX inh: 15.7%; RXFP1 ag: -2.8%

Results for Cc1ccc(CN2[C@@H]3c4ccccc4C[C@@H]3OCCS2(=O)=O)cc1 ?
USP1-UAF1 inh: 9.7%; Vif-A3G inh: -7.0%&-4.0%; TrxR1 substrate: -6.8%&-8.6%; Vif-APOBEC3F blk: -1.2%; IDH1 R132H inh: 4.3%; rTrxR1 inhibitor: 9.2%&-1.5%; RGS4 inh: 7.2%; 12-LOX inh: 13.8%; RXFP1 ag: -1.1%

Results for Cc1ccc(C)c(C(C)NC(=S)NCc2ccc(F)cc2)c1 (stereo not drawn) ?
USP1-UAF1 inh: -21.6%; Vif-A3G inh: -0.8%; TrxR1 substrate: -7.8%; Vif-APOBEC3F blk: 11.2µM*; IDH1 R132H inh: 2.7%; rTrxR1 inhibitor: -4.2%; RGS4 inh: -16.6%; 12-LOX inh: inconclusive; RXFP1 ag: -0.8%

What do the screens show for `CCc1ccc(S(=O)(=O)NCCc2cn3ccccc3n2)s1`?
USP1-UAF1 inh: -0.8%; Vif-A3G inh: 2.3%; TrxR1 substrate: 17.7%; Vif-APOBEC3F blk: -8.3%; IDH1 R132H inh: 6.5%; rTrxR1 inhibitor: 27.7%; RGS4 inh: 18.7%; 12-LOX inh: 0.5%; RXFP1 ag: 3.6%

What do the screens show for `CC1CC(C)CN(CCCNC(=O)Cn2ncn3cccc3c2=O)C1` (stereo not drawn)?
USP1-UAF1 inh: -11.3%; Vif-A3G inh: -1.3%; TrxR1 substrate: -6.0%; Vif-APOBEC3F blk: -1.5%; IDH1 R132H inh: -8.5%; rTrxR1 inhibitor: -6.5%; RGS4 inh: -13.0%; 12-LOX inh: 0.0%; RXFP1 ag: 1.8%

Results for CCOc1ccc(Nc2oc(-c3cccs3)nc2C#N)cc1 ?
USP1-UAF1 inh: inconclusive; Vif-A3G inh: -7.3%; TrxR1 substrate: 56.0%[activator]; Vif-APOBEC3F blk: 0.3%; IDH1 R132H inh: -1.5%; rTrxR1 inhibitor: 23.8%; RGS4 inh: 23.0%; 12-LOX inh: 21.8%; RXFP1 ag: 2.5%

What do the screens show for `COc1ccc(N/N=C(\C#N)C(=N)N2CCOCC2)cc1`?
USP1-UAF1 inh: -12.5%; Vif-A3G inh: 1.8%; TrxR1 substrate: -13.9%; Vif-APOBEC3F blk: 0.6%; IDH1 R132H inh: -9.7%; rTrxR1 inhibitor: 10.8%; RGS4 inh: 2.2%; 12-LOX inh: 8.1%; RXFP1 ag: 2.3%

What do the screens show for `Cc1ccc(C(=O)NCCCNCCCN(C)C)cn1`?
USP1-UAF1 inh: -12.8%; Vif-A3G inh: -7.4%; TrxR1 substrate: 10.6%[57.1 µM]; Vif-APOBEC3F blk: -8.3%; IDH1 R132H inh: 19.3%; rTrxR1 inhibitor: 17.6%[57.1 µM]; RGS4 inh: -33.7%; 12-LOX inh: 0.0%; RXFP1 ag: -0.2%

What do the screens show for `O=C1CC(C(=O)NCc2ccccc2)N=C(N2CCCCC2)N1` (stereo not drawn)?
USP1-UAF1 inh: -18.7%; Vif-A3G inh: 1.1%; TrxR1 substrate: 15.0%[57.1 µM]; Vif-APOBEC3F blk: -3.3%; IDH1 R132H inh: 1.1%; rTrxR1 inhibitor: 16.8%[57.1 µM]; RGS4 inh: -16.0%; 12-LOX inh: -40.2%; RXFP1 ag: -1.3%

Results for Cc1ccc(NS(=O)(=O)c2ccc(-c3cc(C)no3)cc2)c(C)c1 ?
USP1-UAF1 inh: -9.2%; Vif-A3G inh: -9.1%; TrxR1 substrate: 3.2%; Vif-APOBEC3F blk: -22.3%; IDH1 R132H inh: -11.3%; rTrxR1 inhibitor: 29.2%; RGS4 inh: 4.3%; 12-LOX inh: inconclusive; RXFP1 ag: -0.4%

What do the screens show for `CCCCCCCCCCCC(=O)N1CC(=O)NC(=O)C1`?
USP1-UAF1 inh: -7.2%; Vif-A3G inh: 0.3%; TrxR1 substrate: -1.8%[57.1 µM]; Vif-APOBEC3F blk: 0.3%; IDH1 R132H inh: 23.7%; rTrxR1 inhibitor: 9.1%[57.1 µM]; RGS4 inh: -5.5%; 12-LOX inh: 195.0%[activator]; RXFP1 ag: 0.2%

Results for CC(C(Sc1ccccc1N)c1ccccc1)[N+](=O)[O-] (stereo not drawn) ?
USP1-UAF1 inh: -19.3%; Vif-A3G inh: inconclusive; TrxR1 substrate: -0.3%; Vif-APOBEC3F blk: 1.3%; IDH1 R132H inh: 10.6%; rTrxR1 inhibitor: 6.31µM*; RGS4 inh: inconclusive; 12-LOX inh: inconclusive; RXFP1 ag: -1.9%

Results for CC1(C)CC(=O)/C(=C(\O)CCCN2C(=O)c3ccccc3C2=O)C(=NCCO)C1 ?
USP1-UAF1 inh: -8.9%; Vif-A3G inh: -0.4%; TrxR1 substrate: -2.2%[57.1 µM]; Vif-APOBEC3F blk: 7.8%; IDH1 R132H inh: -1.8%; rTrxR1 inhibitor: 16.4%[57.1 µM]; RGS4 inh: -1.1%; 12-LOX inh: 32.5%[activator]; RXFP1 ag: 0.2%

Some of the compounds tested; the hit share may differ from the screen's.
